Screening data: PubChem, several laboratories
Rpn11 block – Rpn11 (PSMD14) deubiquitinase inhibitors, primary screen, biochemical, fluorescence polarization, uHTS; 26S proteasome non-ATPase regulatory subunit 14 (Homo sapiens), O00487; human 26S proteasome, Ub4-pepOG fluorescence polarization; 20S core pre-blocked with epoxomicin; calls only at 20 µM; actives 0.59% (n = 360,000);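 active means inhibition at 20 µM, scaled to each plate's controls, above about 33%, limit read from the data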
CSN deneddyl inh – inhibitors of CSN-mediated cullin deneddylation, primary screen, biochemical, fluorescence polarization, uHTS | COP9 signalosome complex subunit 5 (Homo sapiens), Q92905 | Purified CSN, SCF-Nedd8-OG deneddylation | inhibition, % at 12.5 µM | actives 0.38% (n = 360,000) | AID 651999, 2013;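 active means pattern-corrected inhibition above about 35%, with an unprinted fluorescence ratio check between 0.5 and 1.5, limit read from the data, passing the limit was not always enough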;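 further: 0% = enzyme with substrate and 100% = substrate without enzyme; some results filed as inactive read as strong as hits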
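Test system: purified human Csn5 enzyme expressed in HEK293T cells. Amount: 0.24 nM enzyme. Reagent: SCFSkp2-Nedd8OG substrate at 10 nM final. Schedule: 90 min incubation of compound, enzyme and substrate at room temperature. Detection: fluorescence polarization. Read-out: % inhibition of substrate cleavage by Csn5.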
LMPTP block – LMPTP phosphatase inhibitors, primary screen, biochemical, fluorescence intensity, uHTS; AID 651560, 2012; actives 0.22% (n = 360,000); recombinant LMPTP-A, OMFP fluorogenic substrate; inhibition, % at 20 µM;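 active means compounds that cut the enzyme signal by at least half of the control window in the single-dose screen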;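 further: plate controls were DMSO wells with enzyme plus substrate for no effect and substrate without enzyme for full effect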
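Test system: LMPTP-A, protein tyrosine phosphatase of low molecular weight; Input: 0.625 nM enzyme; Incubation: 50 min dark incubation at room temperature; Signal: endpoint fluorescence intensity from OMFP dephosphorylation; Read-out basis: % inhibition versus control wells.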
DNMT1 block – human DNMT1 methyltransferase inhibitors, primary screen, biochemical, molecular beacon, fluorescence, HinP1I cleavage, uHTS; inhibition (reported as % activation of signal), % at 10 µM; actives 0.83% (n = 360,000); AID 588458, 2011; in the data active means inhibition above about 50%
Rin1 Abl inh – inhibitors of Rin1-Abl protein binding, primary screen, biochemical, TR-FRET; Tyrosine-protein kinase ABL1 (Homo sapiens) + Ras and Rab interactor 1 (Homo sapiens), …; inhibition, % at 7.35 µM; actives 0.4% (n = 360,000); in the data active means inhibition above about 5%, passing the limit was not always enough
SUMO1 PPI mod – modulators of SUMO1 protein-protein interactions, primary screen, biochemical, uHTS; SUMO1 binding to a labelled peptide, TR-FRET, 1 h; inhibition, % at 20 µM; AID 602429, 2012; actives 0.33% (n = 360,000); in the data active means inhibition above about 37%
Neddyl block – inhibitors of cullin neddylation, primary screen, biochemical, TR-FRET, uHTS, NAE and Ubc12; NEDD8-conjugating enzyme Ubc12 (Homo sapiens) + NEDD8-activating enzyme E1 regulatory …; calls only at 25 µM; actives 0.58% (n = 360,000); AID 651699, 2012; in the data active means inhibition above about 36%
STEP block – STEP phosphatase inhibitors, primary screen, biochemical, fluorescence intensity, uHTS | Tyrosine-protein phosphatase non-receptor type 5 (Homo sapiens), P54829 | recombinant STEP, OMFP fluorogenic substrate | inhibition, % at 20 µM | actives 0.25% (n = 360,000) | AID 588621, 2011;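 active means inhibition at 20 µM, scaled per plate between control wells, above about 37%, limit read from the data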;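 further: 0% = DMSO with enzyme and substrate and 100% = substrate only without enzyme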
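Material: STEP (striatal-enriched tyrosine phosphatase) enzyme, cell-free | Medium: 50 mM Bis-Tris pH 6.0 with 2.5 mM DTT and 0.005% Tween 20 | Read-out: Percent inhibition scaled to no-enzyme and uninhibited-enzyme controls, plate-pattern corrected | Signal: Fluorescence read at 480 nm ex / 540 nm em | Times: 20 min reaction, room temperature, in the dark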
NadD block – inhibitors of S. aureus NadD, primary screen, biochemical, colorimetric, uHTS; Nicotinate-nucleotide adenylyltransferase NadD (Staphylococcus aureus N315); purified NadD enzyme, colorimetric absorbance read-out; inhibition, % at 20 µM; actives 0.78% (n = 360,000); AID 602399, 2012; in the data active means inhibition above about 26%; further: some compounds past the cut are filed as inactive
Scp1 inh – Scp-1 phosphatase inhibitors, primary screen, biochemical, colorimetric, uHTS; Carboxy-terminal domain RNA polymerase II polypeptide A small phosphatase 1 (Homo …; AID 493091, 2011; Recombinant Scp1, phosphopeptide, malachite green phosphate absorbance; actives 0.88% (n = 340,000); inhibition, % at 20 µM;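 active means inhibition above about 50% at 20 µM, limit read from the data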;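 further: plate controls were DMSO wells with enzyme for no effect and wells lacking enzyme for full effect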
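Test system: SCP-1 catalytic domain; Buffer or medium: Acidic Tris acetate buffer with magnesium and detergent; Also added: Phosphorylated 17-residue peptide substrate; Compound: single 20 µM dose, 1% DMSO; Schedule: enzyme reaction 45 min at room temperature, colour 5 min, stabilisation 30 min; Signal: Phosphate-binding colour reagent, absorbance read at 630 nm.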
* marks the source's active call; other numbers are inactive results; i = inactive; . = not tested or not shown. No enrichment for hits; about 3.8% have a hit in one of these screens.

SMILES	Rpn11 block	CSN deneddyl inh	LMPTP block	DNMT1 block	Rin1 Abl inh	SUMO1 PPI mod	Neddyl block	STEP block	NadD block	Scp1 inh
C=CCN(C(=O)C1=NN(C2CCS(=O)(=O)C2)C(=O)CC1)c1nc(-c2ccc([N+](=O)[O-])cc2)cs1 (stereo not drawn)	i	-2	2.6	-5	0	-22	i	1	-11	-4
Cc1cc(C)n2nc(C)c(-c3ccccc3)c2n1	i	-2	-0.8	-1	0	1	i	-1	-4	-8
Cc1ccc(C(=O)NCC(=O)N/N=C/c2cccs2)cc1C	i	1	0.1	0	-2	2	i	0	-1	2
N#CC(C#N)=C1C=CC=CN1/C(=C\c1ccco1)C(=O)c1ccc(Cl)cc1	i	-2	0.1	3	-1	-10	.	-2	-4	-2
CCOC(=O)c1c(-c2ccc(OC)cc2)cn2ccccc12	i	0	0.4	-43	0	-5	i	3	-2	1
CCCCNS(=O)(=O)c1ccc2nc(-c3cccnc3)cc(C(=O)NC3CCCC3)c2c1	i	0	2.4	3	0	1	i	1	-6	-2
COc1ccc(C(=O)N=C2SC3CS(=O)(=O)CC3N2Cc2ccc(OC)c(OC)c2)cc1 (stereo not drawn)	i	0	0.3	-1	3	-1	i	0	-3	-7
O=C(Nc1nc2ccccc2[nH]1)C1CCC1	i	-1	-1.0	11	-2	-1	i	-4	-5	-2
CCOC(CNc1c([N+](=O)[O-])c(=O)n(C)c(=O)n1C)OCC	i	0	-0.8	3	3	-4	i	-1	-2	-1
COc1cccc(/C=C2\SC(=S)N(CCCC(=O)Nc3cc(C)on3)C2=O)c1	.	36*	0.3	8	3	3	i	0	-1	-5
Cn1c(C(=O)NCCCN2CCN(c3ccc(F)cc3)CC2)cc2c(=O)n(C)c3ccccc3c21	i	5	4.1	0	-2	9	i	-3	-3	0
CCOC(=O)C1=C(c2ccccc2)NC(=S)NC1c1ccc(Cl)cc1 (stereo not drawn)	i	-3	-0.2	-6	-3	-5	i	-2	-5	-4
C(=C1c2ccccc2-c2ccccc21)c1ccccn1	i	1	2.7	-1	-2	-16	i	0	4	8
C=CCNc1nc(Nc2ccc([N+](=O)[O-])cc2)nc(OCC)n1	i	-2	-0.7	10	1	3	i	-2	2	-6
CCN(CC)Cc1nc2c(c(=O)[nH]1)C1(CCCC1)Cc1ccccc1-2	i	-6	-0.2	0	-2	1	i	2	-8	-10
CCCS(=O)(=O)c1csc(C(=O)OC)c1N	i	0	-0.5	0	-2	0	i	2	0	-6
Cc1ccc(C)c(OCCC(=O)OCC(=O)Nc2ccc(Cl)cn2)c1	i	-4	2.3	1	2	2	i	0	-8	-3
Cc1ccc(S(=O)(=O)NC(=O)c2cc(C)n(-c3ccc(N(C)C)cc3)c2C)cc1	i	9	1.6	-5	2	1	i	0	2	-4
O=C(NNS(=O)(=O)c1ccc(F)cc1)c1cc(Cl)ccc1O	i	-1	0.3	2	1	18	i	0	6	-6
O=C(O)C1=C[C@H](c2coc3ccccc3c2=O)C[C@H](OCCCCO)O1	i	-1	-0.5	8	-3	2	i	3	-1	0
CCn1c(COc2cccc(OC)c2)nnc1SCC(=O)NC1CCCC1	i	8	-1.3	-2	-2	-2	i	0	-2	-7
COC(=O)Cn1c2nc3ccccc3nc2c2cccc(C)c21	i	4	2.2	1	-4	-17	i	-5	-7	-3
COc1ccc(CCNC(=O)CCc2cn(C)c3ccccc23)c(OC)c1OC	i	4	-0.7	-3	3	-1	i	4	-6	3
COc1ccc(NC(=O)NCc2cccnc2)cc1	i	-6	-0.4	1	0	0	i	-2	-6	-2
CCCc1nc2c(nnn2Cc2ccccc2F)c(=O)[nH]1	i	-1	-0.4	-2	5	-2	i	-1	4	-8
O=C(NCCN1CCN(C(=O)c2ccc(F)cc2)CC1)C(=O)NCc1ccccc1	i	-1	-0.9	2	1	4	i	2	-1	5
CCNC(=S)Nc1ccc(OCC)cc1	i	-14	-2.2	1	1	0	i	-4	-2	1
COc1cccc(-n2nnc3c(=O)n(Cc4ccc(C)cc4)cnc32)c1	i	4	3.3	2	-2	0	i	3	-4	-13
COc1c(S(=O)(=O)N2CCCCC2)ccc2c(S(=O)(=O)N3CCCCC3)cccc12	i	2	2.3	-1	2	-5	i	0	6	-2
CC1=C(C(=O)N(C)C)CC(CC(=O)NC2CCCC2)C(=O)N1Cc1ccccc1 (stereo not drawn)	i	3	-1.3	12	-3	6	i	-3	0	.
COc1cc2c(cc1OC)CN(C(=O)CN1CCN(S(=O)(=O)c3ccccc3)CC1)CC2	i	2	-2.5	-3	1	4	i	-2	6	-1
CC1=Nc2cc([N+](=O)[O-])ccc2NC(C)(C)C1	i	4	1.3	-7	-6	-20	i	2	13	-9
CCOc1ccc(N2C(=O)C(c3ccccc3)=C(c3nc4ccccc4s3)C2NC(C)=O)cc1 (stereo not drawn)	i	-3	0.5	-6	-1	-17	i	3	7	-9
CCCN1CCC(C(=O)NC(c2ccc(F)cc2)c2ncccc2C)CC1 (stereo not drawn)	i	-5	0.1	0	-6	-2	i	0	-8	.
C[C@@H]1CCCCO[C@H](CN(C)C(=O)Cc2ccccc2)[C@H](C)CN([C@@H](C)CO)C(=O)c2cc(NC(=O)Nc3ccc(F)cc3)ccc2O1	i	-2	-0.2	-14	6	11	i	1	9	.
CCOC(=O)c1c(-c2ncc(C(F)(F)F)cc2Cl)noc1C	i	-7	-0.8	-2	4	1	i	-1	0	5
COc1ccc2c(c1OC)C(=O)N(c1cccc(NC(C)=O)c1)C2	i	4	-2.3	1	-1	1	i	-2	-3	-2
Cc1nn(-c2ccccc2)c(C)c1C(=O)OCC(=O)N1c2ccccc2NC(=O)C1(C)C	i	-1	-1.4	-2	-1	1	i	4	-4	-17
COc1cccc(OC)c1C(=O)NC(=S)Nc1cccc(NC(=O)c2ccco2)c1	i	-9	0.9	-6	2	-3	i	2	3	-7
Cc1cc([N+](=O)[O-])c(C)cc1-c1ccc(/C=N/NC(=O)Cn2nnnc2N)o1	i	-6	23	7	-3	-5	i	0	13	-4
COc1ccccc1CN1C(=O)CN(C2CCCC2)C(=O)C1c1ccc(F)cc1 (stereo not drawn)	i	7	2.0	3	2	0	i	-5	-1	6
CCc1ccc(N(CC(=O)NCc2ccc(OC)cc2)C(=O)CCC(=O)Nc2ccccn2)cc1	i	-4	0.0	-1	4	-2	i	0	-7	-7
CC(NC(=O)c1ccccc1Cl)C(=O)N1CCN(Cc2ccc3c(c2)OCO3)CC1 (stereo not drawn)	i	-3	-3.9	-1	4	2	i	-2	-2	-7
O=C(CC1NCCNC1=O)Nc1ccc([N+](=O)[O-])cc1 (stereo not drawn)	i	-20	-1.1	-5	-1	-18	i	1	-3	-9
COc1ccc(NC(=O)C2Cc3c(-c4cccc(NC(C)=O)c4)ccnc3O2)cc1OC (stereo not drawn)	i	2	0.1	0	-3	0	i	-2	-2	.
COc1ccc(C(=O)C2CCCN(C(=O)c3cc(C(C)C)no3)C2)cc1F (stereo not drawn)	i	-1	-0.1	3	1	-1	i	-2	-3	-7
CC1(C)OC(=O)C=C[C@]2(C)[C@H]3CC[C@@]4(C)[C@H](C(=O)O)OC(=O)[C@H]5O[C@]54[C@]3(C)C(=O)C[C@@H]12	i	-2	-0.9	0	-1	-4	i	2	-3	-2
O=C(CSc1ccccc1C(=O)O)c1ccc([N+](=O)[O-])cc1	i	-1	-1.7	-2	1	-17	i	-2	6	-7
COc1ccc2c(c1)Cc1c-2cc(Br)c(N)c1Br	i	-1	-2.0	9	-4	7	i	-3	4	.
CC1=C(C(=O)Nc2ccccc2)C(c2ccco2)C(C#N)=C(SCC(=O)OC(C)C)N1 (stereo not drawn)	i	-1	1.3	7	-2	-2	i	3	5	-9
(cont.)
SMILES	Rpn11 block	CSN deneddyl inh	LMPTP block	DNMT1 block	Rin1 Abl inh	SUMO1 PPI mod	Neddyl block	STEP block	NadD block	Scp1 inh
COc1ccc(Cl)cc1NC(=O)CCCn1c(=O)c2cccn2c2cccnc21	i	2	-0.2	3	-3	0	i	-2	-7	.
CC(C)(C)NC(=O)C1CCC(C)(C(=O)O)C1(C)C (stereo not drawn)	i	3	-0.1	4	-2	0	i	0	0	2
COc1cccc(C(=O)NC(=S)Nc2ccccc2N2CCCCC2)c1	i	-1	3.5	1	2	1	i	5	-1	-2
COC(=O)c1cc(=O)nc(NN=Cc2ccc(OC)cc2)s1	i	-2	0.4	0	2	-18	i	4	11	.
COc1ccc2nc(SCc3cccnc3)c(C#N)cc2c1	i	-3	1.1	-11	-5	-10	i	-2	3	4
Cc1ccc(N(CC(=O)NCC2CCCO2)C(=O)CCC(=O)Nc2ccccn2)cc1C (stereo not drawn)	i	-1	1.5	-2	-3	0	i	0	-10	-9
Cc1ccc(S(=O)(=O)NCC(=O)OCCOc2cccc(Cl)c2)cc1	i	1	0.0	-5	4	4	i	0	-11	-10
O=C(NCc1ccccc1)C12CN(Cc3ccccc3)CC1C(c1cccc([N+](=O)[O-])c1)=NO2 (stereo not drawn)	i	-3	1.9	-1	-4	-18	i	-1	0	1
O=C(COC(=O)c1ccccc1[N+](=O)[O-])NNC(=O)c1cccs1	i	-1	0.4	0	-2	-11	i	0	-3	-8
